Bioassay records as filed in PubChem.
aDG glyco up: increases alpha dystroglycan glycosylation. Pro5-aDG cells, alpha-DG glycosylation AlphaScreen (IIH6); 0% Pro5, 100% B10-LARGE cell signal. 360,000 compounds, 0.22% hits. activation, % at 10 µM;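 active means activation of at least 8% versus controls, or a plate z-score of at least 8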;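 further: Pro5 are CHO cells carrying HIG-tagged alpha-DG that lacks glycosylation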
Exocytosis inh: lytic granule exocytosis inhibition | 360,000 compounds, 0.66% hits | inhibition, % at 10 µM | TALL-104 LAMP-1 surface exposure, flow cytometry; cells stimulated with thapsigargin and PMA | AID 651702;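 active means inhibition above about 55%, limit read from the data; inconclusive means no clear call, values can overlap the other calls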
ABCB6 inh MLPCN: inhibitors of human ABC transporter ABCB6; Q9NP58; K562-ABCB6 porphyrin accumulation, flow cytometry, 1 h; hits give low values; fluorescence ratio to DMSO, % at 10 µM; 360,000 compounds, 0.19% hits; AID 602162;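 active means fluorescence ratio to DMSO below 75%, the collection mean minus 3 SD; inconclusive means too few cells collected in the well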;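 further: signal is porphyrin accumulated inside mitochondria; 100% equals median channel fluorescence of DMSO control wells; lower ratio means ABCB6 inhibition with less porphyrin fluorescence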
Vif imaging: HIV Vif inhibition. HEK293T cells, Vif self-association by quenched fluorescence, imaging, 24 h. inhibition, % at 7.49 µM. 340,000 compounds, 0.35% hits. AID 602346; in the data active means inhibition above about 50%, passing the limit was not always enough; inconclusive means no clear call, values can overlap the other calls; inactive means below about 31%; further: some results filed as inactive read as strong as hits
NOD2 RIPK2 PPI: blocks binding of human NOD2 to RIPK2 | O43353 | CHO BLA complementation NOD2-RIPK2, CCF4 ratio | inhibition, % at 4.98 µM | 360,000 compounds, 0.38% hits | AID 624267; in the data active means inhibition above about 21%;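 further: 0% = vehicle only and 100% = reference blocker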
MC4R ag barr: activates human MC4R beta-arrestin recruitment; activation, % at 8.9 µM; 360,000 compounds, 0.98% hits; P32245; U2OS MC4R beta-arrestin complementation, luminescence; percent of melanotan II response, DMSO zero;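 active means activation above a per-plate cutoff, the mean activation of sample wells on that plate plus 3 SD, cut at about 8% in these data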
MC4R antag cAMP: human MC4R antagonism in cAMP assay; P32245; MC4R-expressing cells, MTII-stimulated cAMP, LANCE TR-FRET; inhibition, % at 6.5 µM; 360,000 compounds, 0.48% hits; AID 540295;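 active means inhibition above its plate's cutoff, the mean of tested wells on that plate plus 3 SD, cut at about 29% in these data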;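 further: 0% = Melanotan II alone and 100% = Melanotan II plus saturating MCL0020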
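System: U2OS cells stably expressing human melanocortin 4 receptor (MC4R). Reagent: Melanotan II challenge after compound preincubation. Doses: 6.5 µM. Times: 30-min compound, 1-h challenge, 1-h detection, room temperature. Measured by: TR-FRET with Eu-cAMP and labeled anti-cAMP, 671 nm. Replicates: singlicate.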
ABHD5 PLIN5 PPI: ABHD5-PLIN5 protein interaction inhibition; Q00G26+Q8WTS1; 360,000 compounds, 0.78% hits; Split G. princeps luciferase complementation, luminescence, 4 h; inhibition, % at 4 µM;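 active means inhibition above the mean inhibition across every tested compound plus 3 SD, cut at about 22% in these data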;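 further: 0% = DMSO only wells and the 100% control is not disclosed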
TLR9-MyD88 block: blocks human TLR9 binding to MyD88; Q9NR96+Q99836; CHO BLA complementation TLR9-MyD88, CCF4 FRET ratio; inhibition, % at 4.98 µM; 340,000 compounds, 0.21% hits; AID 504734;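 active means inhibition above the mean over all tested compounds plus 3 SD, cut at about 21% in these data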;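 further: 0% = DMSO only wells and 100% = clavulanate BLA inhibitor control wells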
Target sequence (Q99836 whole entry, looked up): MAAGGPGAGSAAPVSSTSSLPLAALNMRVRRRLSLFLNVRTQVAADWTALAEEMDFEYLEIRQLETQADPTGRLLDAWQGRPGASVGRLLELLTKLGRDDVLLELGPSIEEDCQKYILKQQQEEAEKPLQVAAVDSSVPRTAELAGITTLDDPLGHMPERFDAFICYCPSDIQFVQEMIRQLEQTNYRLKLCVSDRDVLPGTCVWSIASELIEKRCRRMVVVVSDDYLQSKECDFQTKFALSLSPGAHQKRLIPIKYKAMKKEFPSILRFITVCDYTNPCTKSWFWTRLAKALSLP
Target sequence (Q9NR96 whole entry, looked up): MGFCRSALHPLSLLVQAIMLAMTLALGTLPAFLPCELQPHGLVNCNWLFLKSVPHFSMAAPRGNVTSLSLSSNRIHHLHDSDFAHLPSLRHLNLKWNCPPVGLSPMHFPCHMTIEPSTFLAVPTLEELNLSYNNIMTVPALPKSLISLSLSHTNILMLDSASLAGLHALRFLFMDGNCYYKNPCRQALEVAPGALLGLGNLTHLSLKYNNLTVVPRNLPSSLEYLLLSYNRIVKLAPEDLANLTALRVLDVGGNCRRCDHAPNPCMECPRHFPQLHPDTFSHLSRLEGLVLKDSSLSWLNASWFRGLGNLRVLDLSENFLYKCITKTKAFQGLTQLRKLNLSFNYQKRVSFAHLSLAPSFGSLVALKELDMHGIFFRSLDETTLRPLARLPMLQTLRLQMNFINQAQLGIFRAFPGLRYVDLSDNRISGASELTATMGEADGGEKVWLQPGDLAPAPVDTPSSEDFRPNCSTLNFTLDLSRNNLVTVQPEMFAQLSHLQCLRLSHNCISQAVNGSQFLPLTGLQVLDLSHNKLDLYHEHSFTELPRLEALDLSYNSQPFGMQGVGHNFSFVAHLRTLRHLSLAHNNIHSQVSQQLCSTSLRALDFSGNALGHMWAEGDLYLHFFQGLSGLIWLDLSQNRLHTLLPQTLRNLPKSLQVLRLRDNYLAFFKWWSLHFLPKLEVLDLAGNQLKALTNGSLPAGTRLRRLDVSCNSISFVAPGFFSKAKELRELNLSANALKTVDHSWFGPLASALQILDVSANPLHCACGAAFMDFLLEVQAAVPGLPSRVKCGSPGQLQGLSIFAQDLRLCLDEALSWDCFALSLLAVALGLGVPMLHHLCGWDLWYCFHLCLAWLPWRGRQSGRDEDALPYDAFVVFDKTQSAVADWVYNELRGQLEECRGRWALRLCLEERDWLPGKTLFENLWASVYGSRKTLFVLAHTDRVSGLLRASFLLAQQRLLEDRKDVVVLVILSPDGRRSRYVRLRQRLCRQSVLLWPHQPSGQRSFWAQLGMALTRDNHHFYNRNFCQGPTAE
Glyco luc inh: blocks N-linked glycosylation in D54 reporter cells | reporter increase, % at 12.5 µM | 360,000 compounds, 0.23% hits | AID 588692 | D54 ERlucT glycosylation luciferase reporter, 24 h; percent of 100 nM tunicamycin response;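 active means mean luciferase reporter signal, scaled so untreated is 0 and the glycosylation-blocking control 100, at or above a set limit in every replicate; inconclusive means mean reaches the limit but not every replicate does; inactive means mean below the limit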;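 further: luciferase carries N-glycosylation sites so blocking glycosylation raises the light; 0% = median of neutral control wells and 100% = median of 100 nM tunicamycin wells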
* marks the source's active call; other numbers are inactive results; ? = inconclusive; . = not tested or not shown.

#1 O=C(O)CSc1nc2ccccc2n1-c1ccccc1
#2 COc1cc(N)ccc1NC(=O)c1cccs1
#3 CN(C)S(=O)(=O)c1cccc(NC(=O)CN2C(=O)NC(Cc3ccccc3)C2=O)c1 (stereo unspecified)
#4 NS(=O)(=O)c1cccc(NC(=O)CCSc2ccc(Cl)cc2)c1
#5 CCNc1nc(SCCOc2ccc(C)cc2)nc(N(C)C)n1
#6 CSCCC(NS(=O)(=O)c1cccs1)C(=O)NCc1cccs1 (stereo unspecified)
#7 CCOc1ccc(S(=O)(=O)N(C)CC(=O)NCc2ccccn2)cc1
#8 O=C(N/N=C/c1cccnc1)c1cc2ccccc2cc1O
#9 Cc1ccccc1C1=NC(c2ccc(F)cc2F)ON1 (stereo unspecified)
#10 CC1=N/C(=C\c2ccccc2Cl)C(=O)O1

screen / no.,1,2,3,4,5,6,7,8,9,10
aDG glyco up,-0.1,0.0,-0.1,-0.1,0.4,-0.1,0.0,-0.2,-0.7,-0.1
Exocytosis inh,3,1,-1,-5,-1,-2,18,2,-3,1
ABCB6 inh MLPCN,102,94,99,99,94,93,89,96,97,99
Vif imaging,-5,21,-7,3,-1,10,-4,6,14,-7
NOD2 RIPK2 PPI,-7,-7,4,1,-11,-2,-1,-15,-6,-12
MC4R ag barr,1.1,-0.9,-2.1,-4.0,-0.6,0.0,-2.6,-1.0,-0.5,-0.9
MC4R antag cAMP,-8,1,11,-3,5,2,1,7,-1,7
ABHD5 PLIN5 PPI,3,1,-16,0,-5,-4,3,-6,-2,-2
TLR9-MyD88 block,3,7,2,-1,-1,2,-3,1,-7,3
Glyco luc inh,1,0,0,1,2,-1,0,-1,3,1

Entries 1 through 4, reprinted for reference:
#1 O=C(O)CSc1nc2ccccc2n1-c1ccccc1
#2 COc1cc(N)ccc1NC(=O)c1cccs1
#3 CN(C)S(=O)(=O)c1cccc(NC(=O)CN2C(=O)NC(Cc3ccccc3)C2=O)c1 (stereo unspecified)
#4 NS(=O)(=O)c1cccc(NC(=O)CCSc2ccc(Cl)cc2)c1

screen / no.,1,2,3,4
aDG glyco up,-0.1,0.0,-0.1,-0.1
Exocytosis inh,3,1,-1,-5
ABCB6 inh MLPCN,102,94,99,99
Vif imaging,-5,21,-7,3
NOD2 RIPK2 PPI,-7,-7,4,1
MC4R ag barr,1.1,-0.9,-2.1,-4.0
MC4R antag cAMP,-8,1,11,-3
ABHD5 PLIN5 PPI,3,1,-16,0
TLR9-MyD88 block,3,7,2,-1
Glyco luc inh,1,0,0,1

The results go on:
#11 Cn1cc2cc([N+](=O)[O-])ccc2n1
#12 CNc1c(NS(=O)(=O)c2cc(Cl)ccc2OC)c(=O)oc2ccccc12
#13 O=C(O)c1ccc(N/N=C/C=C/c2ccccc2)cc1
#14 CCOc1cc(Cl)c(S(=O)(=O)NCc2ccccn2)cc1Cl
#15 Cc1cnc(C(=O)OCC(=O)Nc2oc(-c3ccccc3)c(-c3ccccc3)c2C#N)cn1
#16 Cc1cc(C(=O)CSc2nnnn2-c2ccc(O)cc2)c(C)n1Cc1ccc2c(c1)OCO2
#17 CCC(C)NC(=O)NC(=O)CSc1nnc(-c2ccccc2F)n1C1CC1 (stereo unspecified)
#18 CCOC(=O)c1ccc(S(=O)(=O)Nc2cc(C(=O)O)ccc2Cl)cc1
#19 Cc1cccc(-c2noc(-c3ccc(Cl)cc3[N+](=O)[O-])n2)c1
#20 CC(C)CCSc1nnc(N)s1

screen / no.,11,12,13,14,15,16,17,18,19,20
aDG glyco up,0.0,0.0,-0.1,0.2,0.1,-0.5,-0.1,0.1,0.4,0.1
Exocytosis inh,1,2,10,-4,-2,-1,24,-2,1,7
ABCB6 inh MLPCN,98,100,97,94,89,92,102,106,99,105
Vif imaging,1,-8,-1,-4,1,-7,-2,4,-11,0
NOD2 RIPK2 PPI,-1,0,1,8,11,-2,3,-12,-9,-6
MC4R ag barr,0.5,1.9,-2.0,-1.3,0.3,2.7,-2.1,0.8,5.9,-0.9
MC4R antag cAMP,-8,11,-7,8,7,17,10,7,0,4
ABHD5 PLIN5 PPI,0,-15,-4,6,-4,2,-7,-1,6,-3
TLR9-MyD88 block,-13,-2,-6,3,7,-3,7,-12,-5,-9
Glyco luc inh,0,1,-7,-1,4,-3,0,1,-8,0

#21 Cc1cccc(C)c1NC(=S)N1CCCCCC1
#22 COc1ccc(CNCC(O)(c2ccccc2)c2ccc(Cl)cc2)cc1 (stereo unspecified)
#23 Cc1n[nH]c(=O)c2c(NC(=O)CSc3c(Cl)cccc3Cl)oc(C)c12
#24 Cc1c(NS(=O)(=O)c2ccc(N=NN(C)C)cc2)c(=O)n(-c2ccccc2)n1C
#25 Cc1cc(C(=O)CSc2nnnn2-c2ccc(O)cc2)c(C)n1C
#26 COc1ccc(-c2nc3scc(-c4ccc(OC)c(OC)c4)c3c(=O)o2)cc1
#27 COc1ccccc1Cc1nc(-c2cccnc2)no1
#28 CCN(CC)CCNC(=S)N1CCn2c(nc3ccccc32)C1
#29 CC1CN(c2cc(=O)n(Cc3ccc(F)cc3)c(=O)[nH]2)CC(C)O1 (stereo unspecified)
#30 O=c1cc(CN2CCN(c3ccccc3O)CC2)nc2sccn12

screen / no.,21,22,23,24,25,26,27,28,29,30
aDG glyco up,0.1,0.4,0.2,0.0,-0.9,0.1,-0.1,-0.1,0.2,0.7
Exocytosis inh,-4,3,-2,-1,-2,-4,2,-1,-5,-2
ABCB6 inh MLPCN,100,98,98,98,95,100,96,99,96,96
Vif imaging,13,2,-26,-6,-3,-2,10,-2,-3,24
NOD2 RIPK2 PPI,-6,6,-19,-8,-1,0,1,5,2,0
MC4R ag barr,-1.1,3.8,-1.8,0.2,0.1,0.9,1.9,0.4,0.0,0.6
MC4R antag cAMP,0,10,2,9,1,-9,9,-1,2,-5
ABHD5 PLIN5 PPI,5,5,-5,4,-2,3,6,0,17,-2
TLR9-MyD88 block,1,0,5,-12,-15,-2,2,7,-5,-7
Glyco luc inh,1,-1,1,1,-1,-2,0,0,0,0

#31 COCCn1c(C)cc(C(=O)CSc2ccc3ccccc3n2)c1C
#32 COc1ccc(/C(O)=C2/C(=O)C(=O)N(CCN3CCNCC3)C2c2cccc([N+](=O)[O-])c2)cc1 (stereo unspecified)
#33 COc1ccc(NS(=O)(=O)c2cccc(NC(=O)CCS(=O)(=O)c3ccccc3)c2)cc1
#34 CN(c1ccccc1)S(=O)(=O)c1cccc(C(=O)Nc2nccs2)c1
#35 N#C/C(Cn1c[n+](NC(=O)Nc2ccccc2)cn1)=N/O
#36 CN(CC1CCCO1)S(=O)(=O)c1ccc(C(=O)Nc2nc3cc4c(cc3s2)OCO4)cc1 (stereo unspecified)
#37 C=CCOc1ccc(C2/C(=C(/O)c3ccc4c(c3)CC(C)O4)C(=O)C(=O)N2CCCN2CCOCC2)cc1 (stereo unspecified)
#38 COc1ccc(Nc2cc(C(=O)NCCCN3CCN(C)CC3)c3ccccc3n2)c(OC)c1
#39 C/C(=N\NC(=O)c1cc(C)nc2ccccc12)c1ccc([N+](=O)[O-])cc1
#40 Cc1ccc(N2CCC3CC2c2cc(-c4ccc(C(F)(F)F)cc4)ccc23)cc1 (stereo unspecified)

screen / no.,31,32,33,34,35,36,37,38,39,40
aDG glyco up,-0.1,0.0,-0.1,-0.4,-0.2,0.0,-0.3,-0.1,0.7,-0.4
Exocytosis inh,-2,6,0,-1,0,-1,8,-3,2,-4
ABCB6 inh MLPCN,99,98,96,93,104,89,100,95,98,97
Vif imaging,-8,-5,0,-23,1,-10,?,10,6,.
NOD2 RIPK2 PPI,7,-14,1,-2,0,-11,1,-8,4,10
MC4R ag barr,-2.4,-1.0,-0.8,0.1,-0.6,-0.8,-3.1,1.3,-1.1,-1.5
MC4R antag cAMP,-1,-1,1,-1,2,15,0,0,1,3
ABHD5 PLIN5 PPI,1,1,-3,-4,1,7,1,0,1,-3
TLR9-MyD88 block,10,2,-6,-14,20,1,8,0,10,0
Glyco luc inh,-3,-1,-8,0,-1,-2,2,-6,1,-2

#41 O=C(O)CC1(CC(=O)Nc2cc(F)ccc2Cl)CCCCC1
#42 O=C(/C=C/c1cccs1)NCc1ccc2c(c1)OCO2
#43 C=CCN(CC(=O)NCc1ccc(OC)cc1)C(=O)c1csnn1
#44 Cc1ccc(C(=O)Nc2ccccc2-c2ccccc2)o1
#45 COc1ccccc1CCC(=O)N1CCN(S(=O)(=O)c2cc(C(F)(F)F)ccc2Cl)CC1
#46 O=C(CCc1nc2ccccc2c(=O)[nH]1)N1CCN(S(=O)(=O)c2ccc(Cl)c(C(F)(F)F)c2)CC1
#47 Cc1cc(NC(=O)c2cc(-c3ccccc3)on2)no1
#48 CCOc1ccccc1N1CCN(Cc2ccc(OC)c(OC)c2)CC1
#49 CC(=O)Nc1cccc(/C(C)=N\NC(=O)c2ccc(Cn3nc([N+](=O)[O-])c(Cl)c3C)o2)c1
#50 COc1cccc(C(=O)N2CCSC2=S)c1

screen / no.,41,42,43,44,45,46,47,48,49,50
aDG glyco up,0.0,0.2,-0.2,0.0,-0.5,0.0,-0.4,0.8,-0.2,-0.1
Exocytosis inh,0,-1,2,2,-1,-2,-1,-5,-3,10
ABCB6 inh MLPCN,100,94,96,92,90,95,98,101,94,98
Vif imaging,13,0,-3,1,?,5,.,4,-2,13
NOD2 RIPK2 PPI,13,-6,10,-19,2,-5,-6,-3,-5,-4
MC4R ag barr,-2.3,-0.9,-0.2,-1.5,0.1,-0.6,2.9,-0.1,-2.5,0.6
MC4R antag cAMP,4,9,0,-3,3,-5,-2,0,4,-4
ABHD5 PLIN5 PPI,-4,1,-6,0,3,-4,0,-1,-1,-3
TLR9-MyD88 block,-4,8,5,-6,0,-1,-1,1,-1,-3
Glyco luc inh,1,-1,1,0,-1,7,1,0,1,2

#51 C=CCOC(=O)C1=C(C)NC(=O)NC1/C=C/c1ccccc1 (stereo unspecified)
#52 CC(=O)N1CCC2(CC1)CC(=O)c1cc(OCC(=O)N3CCCC3)ccc1O2
#53 O=C1CC(c2c[nH]c3ccccc23)C(=O)N1 (stereo unspecified)
#54 CC1(C(=O)NCc2ccccc2Br)CCN1Cc1ccc(-c2ccccn2)cc1 (stereo unspecified)
#55 CCN(CC)C(=O)CSc1n[nH]c(=O)n1CCc1ccccc1
#56 S=C(NCc1ccc(Cl)cc1)NCc1ccco1
#57 CC(C)(C)c1nnc(NC(=O)CN2C(=O)C3C4C=CC(C4)C3C2=O)s1 (stereo unspecified)

screen / no.,51,52,53,54,55,56,57
aDG glyco up,0.4,0.1,0.0,0.4,0.0,0.1,0.5
Exocytosis inh,-6,-7,-4,-4,-6,-2,1
ABCB6 inh MLPCN,98,99,100,94,97,96,99
Vif imaging,1,27,-3,-12,-8,6,-1
NOD2 RIPK2 PPI,-6,-14,4,6,0,10,-5
MC4R ag barr,1.5,-0.3,0.0,2.6,0.5,-1.1,-1.2
MC4R antag cAMP,5,-3,-2,8,4,2,6
ABHD5 PLIN5 PPI,1,9,-1,5,-11,3,4
TLR9-MyD88 block,-3,1,1,.,-3,0,6
Glyco luc inh,-1,1,-1,-6,0,1,-1

Some of the compounds tested; rates above refer to the full screens.
